High-throughput results deposited in PubChem by several laboratories.
CAL PDZ FP-1: inhibitors of human CAL PDZ peptide binding | AID 504414 | Q9HD26 | inhibition, % at 20 µM | 0.02% of 330,000 active | purified CAL PDZ, TMR-peptide fluorescence polarization, 1 h;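 active = highest replicate inhibition of at least 40%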;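 also: plate controls were DMSO neutral control wells for no effect and unlabeled competitor peptide control wells for full effect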
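Material – purified CerCALP PDZ construct · Detection – FP readout, S and P plane fluorescence · Measure – percent inhibition from loss of millipolarization · Controls – unlabelled peptide for full inhibition, DMSO wells as neutral · Probe or stimulus – TMR-labelled reporter peptide T*-PRC34 bound in PDZ groove · Times – 1 h at RT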
MITF TRPM1 HTS: MITF TRPM1 promoter activation in melanoma cells; SK-MEL-5 TRPM1-promoter luciferase, 24 h; % of positive control, neutral wells = 0; 0.75% of 300,000 active; AID 588334; activation, % at 12.5 µM;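 active = mean activation of at least 80% with every replicate also reaching 80%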;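 also: 0% = neutral control wells and 100% = parthenolide positive control wells; values of inactives mirror those of a sister screen read the other way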
Wnt act: activators of Wnt/beta-catenin signaling | 1.2% of 300,000 active | Wnt/beta-catenin reporter cell assay, activator, plate reader | activation, % at 9.35 µM; in the data active = activation above about 30%, passing the limit was not always enough;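 also: 0% = neutral control wells and 100% = positive control wells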
Ecoli viability: reduces bacterial viability in AddAB counter-screen. E. coli V3065 growth, OD600 absorbance, 18 h. inhibition, % at 11.9 µM. 0.27% of 330,000 active. AID 449728;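 active = inhibition above the campaign's mean inhibition across all tested compounds plus 3 SD, cut at about 9.9% in these data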;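 also: uninfected addAB+ strain grown without phage in ampicillin broth; 0% = DMSO wells and 100% = ciprofloxacin 0.95 µg/ml wells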
CAL PDZ FP-2: blocks peptide binding to the human CAL PDZ domain. purified CAL PDZ, TMR-peptide fluorescence polarization, 1 h. inhibition, % at 24.9 µM. 0.92% of 300,000 active. AID 602252;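 active = mean inhibition of at least 30% with at least half of replicates also reaching 30%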;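 also: 0% = DMSO neutral control and 100% = excess unlabeled competitor peptide PRC23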
SR-BI DiI-HDL act: SR-BI HDL lipid transfer activation; CHO ldlA[mSR-BI] cells, DiI-HDL uptake fluorescence, 3 h; 100 = double the neutral-control signal; activation, % at 12.5 µM; 0.096% of 320,000 active;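 active = mean replicate activation of at least 60% and every replicate at or above 60%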;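 also: 0% = median plate neutral-control signal and 100% = twice that signal; values of inactives mirror those of a sister screen read the other way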
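Material: SR-BI-overexpressing, LDLR-lacking CHO cells; schedule: compound exposure 3 h, 37 °C; reagent: DiI-labelled HDL at 10 µg/mL final; technique: bottom-read fluorescence, 550/595 nm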
Tat export inh: blocks Tat-dependent protein export in E. coli. E. coli MC4100 TorA-mCherry Tat export, fluorescence. inhibition, % at 10 µM. 0.036% of 340,000 active;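 active = mean replicate inhibition at least 50% and at least half of replicates individually reaching 50%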;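 also: exported cargo escapes ClpAP degradation while cytoplasmic cargo is degraded and loses fluorescence; 0% = median of neutral control wells and 100% = median of NaSCN control wells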
SR-BI HDL uptake: inhibitors of mouse SR-BI mediated HDL lipid uptake; ldlA[mSR-BI] CHO cells, DiI-HDL uptake fluorescence, 3 h; inhibition, % at 12.5 µM; 0.96% of 320,000 active; AID 488896;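 active = mean replicate inhibition of at least 70% and a set share of replicates each scoring 70 or more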;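 also: 0% = median of neutral control wells and 100% = median of positive control wells; values of inactives mirror those of a sister screen read the other way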
Target sequence (Q61009 whole entry, looked up): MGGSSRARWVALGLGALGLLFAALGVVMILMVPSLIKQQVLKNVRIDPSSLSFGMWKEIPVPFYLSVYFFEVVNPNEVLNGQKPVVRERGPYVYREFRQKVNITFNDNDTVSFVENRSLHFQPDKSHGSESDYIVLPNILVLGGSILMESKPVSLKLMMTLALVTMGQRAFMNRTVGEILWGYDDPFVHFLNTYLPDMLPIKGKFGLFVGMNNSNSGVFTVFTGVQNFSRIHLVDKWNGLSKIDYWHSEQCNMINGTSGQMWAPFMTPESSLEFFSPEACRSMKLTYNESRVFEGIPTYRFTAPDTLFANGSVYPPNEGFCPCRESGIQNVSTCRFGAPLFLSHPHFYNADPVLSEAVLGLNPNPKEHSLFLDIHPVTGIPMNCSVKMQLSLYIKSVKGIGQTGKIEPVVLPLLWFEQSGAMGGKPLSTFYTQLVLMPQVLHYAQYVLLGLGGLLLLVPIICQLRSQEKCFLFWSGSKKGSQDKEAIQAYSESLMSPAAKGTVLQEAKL
AddAB inh: less growth of phage-infected E. coli with AddAB. E. coli expressing H. pylori AddAB, absorbance growth. 0.29% of 330,000 active. inhibition, % at 11.9 µM; in the data active = inhibition above about 12%;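 also: 0% = vehicle wells of infected cells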
phage Ecoli inh: E. coli growth loss with phage present | growth absorbance | inhibition, % at 11.9 µM | 0.26% of 360,000 active; in the data active = inhibition above about 11%
An asterisk follows results filed as active; x = not tested or not shown.

SMILES	CAL PDZ FP-1	MITF TRPM1 HTS	Wnt act	Ecoli viability	CAL PDZ FP-2	SR-BI DiI-HDL act	Tat export inh	SR-BI HDL uptake	AddAB inh	phage Ecoli inh
CC1CC(C)CN(C(=O)CCc2nnc3ccc(N4CCCCC4)nn23)C1 (centres undefined)	-3.7	5	-1	-1.6	-4	7	-4	-7	1.4	1.6
CC1=NN(c2ccc([N+](=O)[O-])cc2)C(c2ccccc2)C1 (centres undefined)	2.3	-15	4	2.3	x	-17	-7	17	0.3	3.2
C=C(C)CNC(=S)N/N=C/c1ccc([N+](=O)[O-])cc1	-0.4	7	-1	-1.4	-2	-16	2	16	-2.8	3.1
NC(=O)C1CCN(C(=O)C2(NC(=O)Nc3cccc(F)c3)CCCCC2)CC1	-0.9	-7	0	2.0	x	x	0	x	2.9	-2.5
Cc1ccc(C(=O)NC(=O)CSc2ncccc2C(=O)O)cc1	-2.0	-7	-2	1.5	-2	-2	0	2	1.5	1.1
O=C(Nc1ccccc1)c1cc(N2CCOCC2)nc2ccccc12	-0.7	-16	x	-0.8	-1	-50	2	50	-1.1	1.6
CC(=O)C1=C(O)C(=O)N(c2ccc(Br)cn2)C1c1cccc([N+](=O)[O-])c1 (centres undefined)	-2.0	0	0	1.6	-2	-6	-4	6	-1.2	1.1
CCOC(=O)C(Cc1ccccc1)NC(=O)Cn1nnc(-c2ccc(SC)cc2)n1 (centres undefined)	-2.0	x	-2	-0.3	-2	5	2	-5	1.2	-1.1
CC(=O)Nc1ccc(S(=O)(=O)N(C)CC(=O)OCC(=O)N2CCCC2=O)cc1	0.9	-1	1	-0.4	-2	23	-1	-23	-1.5	0.4
CCCCNC(=O)C(=O)N/N=C/c1cccc(Br)c1	-0.6	1	-4	-0.3	0	-4	18	4	2.2	1.8
O=C(CC(Nc1ccccc1)C(=O)O)c1ccccc1 (centres undefined)	-1.2	101*	x	-3.0	-1	20	-6	-20	-1.8	2.2
COc1ccc(CN(C)C2CCN(C)CC2)cc1OC	0.0	x	2	1.5	1	18	2	-18	0.8	-1.5
CCO[C@@H]1OC(C(N)=O)=C[C@H](c2ccc3c(c2)OCO3)[C@H]1CCCO	-0.1	-10	-1	-1.3	-3	43	4	-44	1.9	2.5
COc1cc(C=O)c(Br)cc1OCc1ccc(C)cc1	-3.7	21	x	0.6	-12	-5	8	5	3.1	1.0
CC(OC(=O)CCCOc1ccccc1)C(=O)NC(N)=O (centres undefined)	1.0	x	x	-1.4	-4	-18	3	18	-1.9	3.5
O=C(O)C12CC3CC(C1)CC(n1ncc(NCc4ccco4)c(Cl)c1=O)(C3)C2	0.1	3	-3	0.5	1	8	3	-8	0.1	1.4
Cn1nc(C2CC2)cc1NC(=O)CC(CC(=O)O)c1ccccc1 (centres undefined)	x	x	0	0.1	x	x	x	x	0.4	0.4
COC(=O)c1ccc(C(=O)OC)c(NC(=O)CN2CCC(C)CC2)c1	-1.1	0	-1	2.5	2	3	-1	-3	1.8	2.6
CCOC(=O)C1=C(C)NC(=O)NC1c1ccc(F)cc1 (centres undefined)	-0.5	41	2	-3.0	-26	2	3	-2	-0.8	4.6
Cn1c(=O)c2c(SCC(=O)NCC3CCCO3)nc(-c3ccccc3Cl)nc2n(C)c1=O (centres undefined)	-1.1	4	0	-1.2	-4	-45	-3	45	1.1	0.7
CCOC(=O)Nc1n[nH]c(NC(=O)OCC)c1[N+](=O)[O-]	-2.8	-12	1	-0.2	0	22	14	-22	1.7	5.6
Cn1cc(Cc2ccccc2)c(=O)c(Cc2ccccc2)c1	0.1	9	2	x	2	-57	-4	57	x	1.9
Cc1ccccc1NC(=S)NC(=O)c1cc(-c2ccccc2)nc2ccccc12	-0.3	-2	-1	0.2	2	-61	-1	61	-0.8	1.9
CCCC(=O)Nc1cccc(NC(=O)c2ccc3c(c2)OCCO3)c1	-2.2	42	7	3.5	-4	-44	-2	44	4.5	2.7
COc1cccc(CNC(=O)CN(C)S(=O)(=O)c2cnc[nH]2)c1	-0.2	-4	x	-3.7	-3	-2	5	2	0.8	3.9
CCC(C(=O)OCC(=O)Nc1c(Cl)cc(Cl)cc1Cl)c1ccccc1 (centres undefined)	-1.9	-4	-9	-2.6	-1	14	2	-14	-0.3	6.3
O=S(=O)(NNc1ncc(C(F)(F)F)cc1Cl)c1ccc(F)cc1F	0.1	-27	-1	0.5	-2	-4	3	4	-1.2	-1.1
Cc1ccccc1NC(=O)C(C)c1ccc(-c2ccccc2)c(F)c1 (centres undefined)	0.3	6	x	-0.2	-3	x	-7	x	-1.1	2.8
Cc1ccc(-n2nc(C(=O)O)cc2-c2ccc(Cl)cc2)cc1	x	-11	-15	0.6	-6	8	-5	-8	0.2	3.4
CCOC(=O)C1(Cc2ccccc2)CCN(Cc2cnc(N3CCOCC3)s2)CC1	-1.5	-3	17	0.6	2	47	-5	-47	0.3	3.3
O=C(NCCCCC(NC(=O)C1CCCCC1)C(=O)O)c1ccccc1 (centres undefined)	0.8	-4	0	1.7	x	4	-12	-4	0.4	0.8
CCN(CC)CCNC(=O)CCCNC(=O)Cn1cnc2sc(C)c(C)c2c1=O	-2.9	x	-6	-3.3	0	21	5	-21	1.4	-2.4
COc1cccc(/C=N/NC(=O)c2cccc([N+](=O)[O-])c2)c1OS(=O)(=O)c1ccc(C)cc1	-0.5	-6	-6	-1.5	-5	-46	1	46	2.1	1.1
COc1cc(S(=O)(=O)N(Cc2ccco2)C2CCCC2)ccc1-n1cnnn1	-0.1	3	-2	0.6	0	1	1	-1	-1.8	0.8
O=C(NCC1CCCO1)c1c(O)c2cccc3c2n(c1=O)CC3 (centres undefined)	-1.7	-5	x	0.0	0	2	-7	-2	-1.6	0.0
CC1(C)OC(=O)N(c2ccccc2)C12C=Cc1cc(Br)ccc1O2 (centres undefined)	-4.1	x	x	-1.9	-2	23	1	-23	-0.3	3.9
O=C(c1ccccc1)N1N=C(C(F)(F)F)CC1(O)c1ccc(F)cc1 (centres undefined)	-14	6	-1	-1.0	-3	x	-1	x	1.3	1.6
Cn1c(C(=O)N2CCCC(C(=O)N3CCN(C(=O)c4ccco4)CC3)C2)cc2sccc21 (centres undefined)	-0.1	-9	2	0.7	x	11	21	-11	3.0	1.5
CCC(C)(C)c1nnc(NC(=O)C2CCN(C(=O)c3ccco3)CC2)s1	-2.2	-9	-2	0.9	-4	-22	-3	22	2.8	2.4
CN(C)S(=O)(=O)N1CCN(S(=O)(=O)N2CCOCC2)CC1	x	0	0	-3.3	0	17	-14	-17	5.2	5.8
O=C(/C=C/c1ccc(Cl)c(Cl)c1)NCc1ccco1	-4.2	18	2	3.2	-2	-4	-3	4	3.3	4.3
COc1ccc(N2CC(O)=C(c3nc4ccccc4s3)C2=N)c(OC)c1	-1.5	x	-1	-0.2	-5	-52	-5	52	2.8	3.7
COC(=O)c1cc(OC)c(OC)cc1NC(=S)Nc1cccc(Cl)c1	-0.6	-1	x	1.1	-2	13	-1	-13	-1.3	1.1
CCOC(=O)Cn1nnnc1C(C(C)C)N(Cc1cccs1)Cc1cc2cc(C)ccc2[nH]c1=O (centres undefined)	-0.8	x	-3	1.9	-1	-9	10	9	2.1	3.3
COc1ccc(S(=O)(=O)N2CCCCC2)cc1NC(=O)CCc1nc2ccccc2c(=O)[nH]1	-0.9	0	0	-2.1	-1	-21	8	21	-2.2	-2.4
CCOC(=O)C1CCN(Cc2nc(-c3ccc(OC)c(OC)c3)no2)CC1	-0.3	2	-1	-0.5	-3	4	-3	-4	0.6	2.1
Cc1ccc(C2(C)NC(=O)N(CC(=O)Nc3cc(S(=O)(=O)N4CCOCC4)ccc3C)C2=O)cc1 (centres undefined)	-2.1	-11	-2	-1.9	-3	30	14	-30	3.2	1.5
Cc1nn(C)cc1CNC(=O)/C=C/c1cnn(C)c1	-0.2	18	x	-0.3	-1	22	2	-22	0.8	2.9
CCc1nc(Nc2ccccc2OC)c2oc3ccccc3c2n1	-1.1	-1	-2	-1.0	-3	-18	-2	18	-0.8	0.6
CCOc1ccc2ccccc2c1/C=N/NC(=O)CC1(C)OCCCO1	-2.0	-5	1	-1.9	-3	-9	-4	9	-0.7	1.9
New compounds follow:
SMILES	CAL PDZ FP-1	MITF TRPM1 HTS	Wnt act	Ecoli viability	CAL PDZ FP-2	SR-BI DiI-HDL act	Tat export inh	SR-BI HDL uptake	AddAB inh	phage Ecoli inh
Cc1cc(C(=O)Cn2nc(C(=O)O)c3ccccc3c2=O)c(C)n1CCc1ccc(Cl)cc1	-0.7	-9	-6	-0.9	x	-50	-5	50	0.7	2.5
COc1ccc(CNC(=O)c2ccncc2)cc1	-2.8	-3	1	2.4	-3	15	-7	-15	0.2	-2.3
CCCCNC(=O)c1cn(CC(C)C)c(=O)c2c1c1ccccc1n2C	-0.6	7	3	-0.3	-4	-17	2	17	0.5	1.5
CC(NC(=O)C1CCCCC1)C(c1cccs1)N1CCOCC1 (centres undefined)	-0.3	x	1	-1.6	x	8	0	-8	0.7	97*
Cc1cc(C(=O)N/N=C/c2c(C)[nH]n(-c3ccccc3)c2=O)n[nH]1	-3.0	-8	-3	0.1	0	-33	6	33	3.0	-1.4
O=C(CCCCC(=O)Nc1c(I)cc(I)c(C(=O)O)c1I)Nc1c(I)cc(I)c(C(=O)O)c1I	-0.5	3	9	-2.2	-2	4	-14	-4	-0.2	2.7
Cc1cc(C)nc(NC(=O)CSc2nn(-c3ccccc3)c(=S)s2)n1	-0.4	x	-2	0.0	x	-8	6	8	-1.6	1.6
CN(C)C(CNC(=O)c1ccc(S(=O)(=O)Nc2cccc(C(F)(F)F)c2)cc1)c1ccco1 (centres undefined)	-2.5	-15	0	-2.6	-1	4	0	-4	-2.7	3.8
O=C(Nc1cccnc1Cl)c1cccs1	-2.9	16	1	2.8	-5	1	-9	-1	1.0	2.2
COc1ccc(-n2c(=O)c3ccccc3n(CC(=O)NC3CCCCC3)c2=O)c(OC)c1	0.1	-9	0	0.3	-1	-29	-7	29	-0.1	2.8
Cc1noc(C)c1NC(=O)Nc1cccc2c1O[C@H](CN(C)S(=O)(=O)c1cccs1)[C@@H](C)CN([C@H](C)CO)C2=O	-0.3	-4	-3	1.8	-5	25	-5	-25	-0.8	1.0
O=[N+]([O-])c1cnccc1Nc1ccc(F)cc1	-3.0	7	x	-1.9	-6	-15	-1	15	2.6	1.3
COc1ccc(NC(=O)/C(C#N)=C/c2c(C)nn(-c3ccc(F)cc3)c2Cl)cc1Cl	-2.0	-10	-4	1.2	-2	-71	8	71*	2.7	5.8

Compound profiles, from the list above. Order of screens: CAL PDZ FP-1, MITF TRPM1 HTS, Wnt act, Ecoli viability, CAL PDZ FP-2, SR-BI DiI-HDL act, Tat export inh, SR-BI HDL uptake, AddAB inh, phage Ecoli inh
`O=C(Nc1cccnc1Cl)c1cccs1` across the screens: -2.9, 16, 1, 2.8, -5, 1, -9, -1, 1.0, 2.2
`CCCCNC(=O)c1cn(CC(C)C)c(=O)c2c1c1ccccc1n2C` across the screens: -0.6, 7, 3, -0.3, -4, -17, 2, 17, 0.5, 1.5
`CN(C)C(CNC(=O)c1ccc(S(=O)(=O)Nc2cccc(C(F)(F)F)c2)cc1)c1ccco1` (centres undefined) across the screens: -2.5, -15, 0, -2.6, -1, 4, 0, -4, -2.7, 3.8

Rows were taken by chance. About 3.6% of those tested had a hit in this group.
